RPL19A-GFP yeast – RPL19A-GFP expression modulators in yeast, primary screen, cell-based, S. cerevisiae, multiplex flow cytometry, MLPCN; S. cerevisiae RPL19A-GFP strain, 3 h; stronger effect = lower value; percent response vs DMSO, % at 10 µM; hit rate 0.3% among 330,000; AID 2025, 2009;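 active = percent response vs DMSO below 50%; inconclusive = fewer than 70 events counted for the yeast strain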;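 also: median channel GFP fluorescence of the barcoded RPL19A-GFP strain; ratio of sample median GFP to plate DMSO average so 100% = DMSO; lower means less RPL19A-GFP as with rapamycin TOR inhibition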
AGP1-GFP MLPCN – modulators of AGP1-GFP expression in yeast TOR pathway, primary screen, cell-based, multiplex flow cytometry, S. cerevisiae, MLPCN library; 3 h; GFP as percent of DMSO wells; GFP response vs DMSO, % at 10 µM; hit rate 0.02% among 320,000; AID 2066, 2009;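 active = GFP response relative to DMSO above a set limit, near screen average plus 3 SD, cut at about 150% in these data; inconclusive = fewer than 70 cells counted for the yeast strain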;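 also: median GFP channel fluorescence of the gated AGP1 strain per well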
LAP4 TOR yeast – modulators of LAP4-GFP expression in yeast, primary screen, S. cerevisiae, multiplex flow cytometry, MLPCN library | hit rate 0.34% among 320,000 | 3 h; median GFP as percent of DMSO wells | GFP response vs DMSO, % at 10 µM;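 active = GFP response vs DMSO above a set limit, about the screen mean plus 3 SD, cut at about 150% in these data; inconclusive = under 70 cell events counted for the yeast strain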
AHR act – AHR activators, primary screen, cell-based, luminescence, luciferase reporter, human; Aryl hydrocarbon receptor (Homo sapiens), P35869; AHR-responsive luciferase reporter cells; activation, % at 5 µM; hit rate 2.5% among 320,000; AID 2796, 2010; in the data active = activation above about 47%;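 also: 0% = vehicle wells and 100% = reference agonist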
Target sequence (P35869 whole entry, looked up): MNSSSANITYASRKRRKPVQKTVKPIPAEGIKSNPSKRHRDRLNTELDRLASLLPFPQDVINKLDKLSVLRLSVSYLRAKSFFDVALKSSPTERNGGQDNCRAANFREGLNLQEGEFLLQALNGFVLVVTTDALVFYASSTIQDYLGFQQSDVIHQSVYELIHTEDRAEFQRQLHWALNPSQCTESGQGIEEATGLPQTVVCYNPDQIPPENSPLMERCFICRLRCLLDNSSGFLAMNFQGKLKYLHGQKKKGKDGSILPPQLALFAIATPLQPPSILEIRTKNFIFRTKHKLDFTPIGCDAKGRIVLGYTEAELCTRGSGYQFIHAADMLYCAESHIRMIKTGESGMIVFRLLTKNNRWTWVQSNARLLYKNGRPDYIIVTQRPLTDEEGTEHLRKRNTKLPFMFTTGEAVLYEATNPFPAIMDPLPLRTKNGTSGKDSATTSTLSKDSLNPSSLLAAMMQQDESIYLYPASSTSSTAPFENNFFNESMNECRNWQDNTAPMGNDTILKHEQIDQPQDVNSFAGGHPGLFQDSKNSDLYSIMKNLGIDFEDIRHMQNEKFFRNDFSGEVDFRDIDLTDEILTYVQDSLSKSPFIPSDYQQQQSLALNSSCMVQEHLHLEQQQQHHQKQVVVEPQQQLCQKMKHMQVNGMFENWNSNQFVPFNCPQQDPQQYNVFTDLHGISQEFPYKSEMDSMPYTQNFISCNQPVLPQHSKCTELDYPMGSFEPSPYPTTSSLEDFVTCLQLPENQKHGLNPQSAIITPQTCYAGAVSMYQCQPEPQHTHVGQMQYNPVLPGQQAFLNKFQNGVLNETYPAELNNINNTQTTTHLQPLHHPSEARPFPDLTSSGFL
CIT2-GFP yeast – modulators of CIT2-GFP expression in yeast, primary screen, S. cerevisiae, GFP fusion, multiplex flow cytometry, MLPCN library; S. cerevisiae CIT2-GFP strain, 3 h; 100 means same as DMSO wells; GFP response vs DMSO, % at 10 µM; hit rate 0.065% among 320,000; AID 2029, 2009;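 active = GFP response relative to DMSO above a set limit, near the screen mean plus 3 SD, cut at about 150% in these data; inconclusive = Fewer than 70 cells measured for a yeast strain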;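 also: ratio of well median GFP fluorescence to mean of DMSO wells on the plate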
CR mimetic SO – reduction of superoxide in aged yeast, primary screen, HTS; hit rate 0.18% among 330,000; AID 2690, 2010; S. cerevisiae aged cells, superoxide DHE fluorescence; stronger effect = lower value; superoxide response (% of plate mean), % at 10 µM;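 active = superoxide response under a set limit, about three screen SD below normal, cut at about 65% in these data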;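 also: yeast aged for seven days with compound at 30 °C before DHE staining; 100% = average MFI of all compound-treated wells on the plate with controls excluded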
MEP2 TOR yeast – modulators of MEP2-GFP levels in yeast, primary screen, S. cerevisiae, multiplex flow cytometry, MLPCN library; S. cerevisiae MEP2-GFP strain, 3 h; 100% = DMSO control level; GFP response vs DMSO, % at 10 µM; hit rate 0.51% among 330,000; AID 2016, 2009;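 active = GFP response versus DMSO above a set limit, roughly screen mean plus 3 SD, cut at about 180% in these data; inconclusive = fewer than 70 cells counted for a yeast strain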;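 also: median GFP fluorescence of the barcode-gated MEP2-GFP cells per well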
Efflux pump mplx – inhibitors of Candida efflux pumps in yeast, primary screen, S. cerevisiae, Nile Red, multiplex. inhibition, % at 10 µM. S. cerevisiae Candida pump triplex. hit rate 0.44% among 330,000;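 active = plate passing quality check with inhibition over a set limit, or well fluorescence over plate mean plus 4 SD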;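 also: Nile Red retained in pooled yeast measured as flow cytometry median fluorescence; 0% = buffer negative control and 100% = Enniatin B positive control; higher means more Nile Red kept so more efflux inhibition; some compounds called inactive have numbers as strong as hits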
Starred values were filed as active, the others as inactive; ? = inconclusive; nt = no result given.

entry	SMILES	RPL19A-GFP yeast	AGP1-GFP MLPCN	LAP4 TOR yeast	AHR act
1	COc1ccc(/C=N/NC(=O)c2cc(-c3ccccc3OC)nc3ccccc23)cc1COC(C)=O	96	97	90	8
2	CCCn1nnnc1SCC(=O)N1CCCCC1	100	101	101	-2
3	CCN(CC(=O)Nc1c(F)cccc1F)C(=O)CCN1C(=O)C2CCCCC2C1=O (stereo not drawn)	107	113	106	4
4	COc1cccc(OC)c1C(=O)NCCOc1cc(C)cc(C)c1	100	102	94	7
5	O=C(CN1C(=O)S/C(=C\C=C\c2ccccc2)C1=O)NC1CCS(=O)(=O)C1 (stereo not drawn)	96	96	97	2
6	Cc1cccc(NC(=S)NCCSc2ccc(Cl)cc2)c1	86	77	122	-5
7	CCCc1n[nH]c(=O)c2c1nnn2Cc1ccccc1F	102	99	92	5
8	Cc1c(C(=O)O)oc2c1C(=O)CC(C)(C)C2	?	?	?	0
9	COc1cc(SC)ccc1C(=O)NCCN1CCOCC1	100	110	135	2
10	Cc1ccn2c(=O)nc(SCC(=O)c3ccc(Cl)cc3)nc2c1	99	99	104	4

entry	CIT2-GFP yeast	CR mimetic SO	MEP2 TOR yeast	Efflux pump mplx
1	99	101	102	0.2
2	110	107	102	0.0
3	105	92	101	0.1
4	99	97	105	0.0
5	95	103	118	0.3
6	76	90	81	-0.1
7	98	96	107	0.0
8	?	99	?	-0.1
9	101	97	106	0.1
10	98	120	108	-0.2

Further compounds follow:
entry	SMILES	RPL19A-GFP yeast	AGP1-GFP MLPCN	LAP4 TOR yeast	AHR act
11	COc1cc(N=Cc2c(CO)cnc(C)c2O)cc(OC)c1OC	108	103	83	2
12	O=[N+]([O-])c1cc(CN2CCN(c3ccccc3)CC2)c(O)c2ncccc12	77	75	153*	-2
13	CC1C(=O)N2CCCc3cc(S(=O)(=O)NCc4ccccc4Cl)cc1c32 (stereo not drawn)	94	90	89	0
14	COc1ccccc1C(=O)Nc1ccnn1C1CCN(C/C=C/c2ccccc2)CC1	110	98	84	-1
15	CC(=O)c1c(C)nc(Nc2nc(C)c3cc(C)ccc3n2)nc1C	97	96	96	6
16	O=C(O)CCCCCN1C(=O)C(O)=C(C(=O)/C=C/c2ccccc2)C1c1ccccc1[N+](=O)[O-] (stereo not drawn)	103	111	104	15
17	CCN1CCN(C(c2ccccc2F)c2nnnn2Cc2ccc3c(c2)OCO3)CC1 (stereo not drawn)	87	64	101	2
18	O=C(c1c[nH]c(C(=O)C(Cl)(Cl)Cl)c1)c1ccccc1F	105	99	103	-1
19	Cc1ccc2c(Cl)cc(Cl)c(OCC(=O)Nc3ccc(C)c(S(=O)(=O)N(C)C)c3)c2n1	99	96	94	-1
20	COC(=O)c1ccc(C(=O)OC)c(NC(=O)C(C)(C)C)c1	98	100	105	0

entry	CIT2-GFP yeast	CR mimetic SO	MEP2 TOR yeast	Efflux pump mplx
11	116	111	102	0.0
12	nt	124	99	0.2
13	94	112	104	0.0
14	nt	87	100	0.0
15	96	89	91	-0.1
16	108	94	106	-0.2
17	101	74	129	0.2
18	103	126	109	0.1
19	108	103	103	-0.1
20	107	89	109	-0.1

Additional entries:
entry	SMILES	RPL19A-GFP yeast	AGP1-GFP MLPCN	LAP4 TOR yeast	AHR act
21	Cc1ccc(OCC(=O)O/N=C(\N)Cc2ccc([N+](=O)[O-])cc2)cc1C	99	94	110	1
22	O=C(CSCc1c(Cl)cccc1Cl)Nc1ccc2c(c1)OCCO2	98	94	95	3
23	Cc1ccc(C(=O)Nc2ccsc2C(=O)O)cc1	106	108	91	8
24	N#CC1=C(N)N(c2ncn[nH]2)C2=C(C(=O)CCC2)C1c1ccccc1 (stereo not drawn)	97	103	102	1
25	COc1ccc(OCC(=O)NCCc2c[nH]c3ccccc23)cc1	97	94	123	18
26	O=c1c2oc3ccccc3c2ncn1Cc1ccccc1F	101	106	108	6
27	CCOc1ccc(S(=O)(=O)N2CCN(Cc3ccc4c(c3)OCO4)CC2)cc1OCC	98	50	93	-1
28	O=C(CCNC(=O)c1ccc([N+](=O)[O-])cc1)Nc1cccc(S(=O)(=O)N2CCCCCC2)c1	100	105	98	0
29	Cc1ccccc1NC(=O)c1cccc(S(C)(=O)=O)c1	99	104	101	-1
30	Cc1nc2ccc(NS(=O)(=O)c3ccc(F)c(F)c3)cc2s1	98	100	104	2

entry	CIT2-GFP yeast	CR mimetic SO	MEP2 TOR yeast	Efflux pump mplx
21	89	116	97	0.1
22	88	116	100	0.3
23	107	112	103	-0.2
24	102	93	98	-0.4
25	99	97	100	-0.2
26	104	102	103	0.2
27	79	88	122	-0.2
28	96	114	100	-0.4
29	105	92	97	-0.2
30	97	94	101	-0.2

Next part.
entry	SMILES	RPL19A-GFP yeast	AGP1-GFP MLPCN	LAP4 TOR yeast	AHR act
31	COCCNC(=O)CCC1CCN(C/C=C/c2ccccc2OC)CC1	103	100	95	1
32	O=C(CSc1nnc(Cc2ccc3c(c2)OCO3)n1C1CCCCC1)NC1CCCC1	95	95	88	1
33	CCOC(=O)c1[nH]c(=O)[nH]c1CNc1ccccc1C#N	108	100	96	11
34	CC(=O)N1CCC(C(=O)NC2CC(C)(C)Cc3c2cnn3-c2ccc(F)cc2)CC1 (stereo not drawn)	97	98	98	-4
35	COc1cccc(CN2CCNC(=O)C2CC(=O)N(C)CCc2ccccn2)c1 (stereo not drawn)	102	100	99	2
36	Nc1ccc(C(=O)NCC(=O)O)cc1	104	99	104	-3
37	CCOCCCNC(=O)CNC(=S)N(Cc1ccc(C)cc1)Cc1ccco1	107	107	101	3
38	COc1ccc(C(=O)NCCN2CCCC2)cc1OC	97	93	95	-1
39	Cc1ccc2nc(-c3cccc(SC4CCCCC4)c3)c(NCc3ccccc3)n2c1	100	95	98	11
40	COc1ccc(CNC(=O)c2coc(=O)c3ccccc23)cc1	96	107	106	3

entry	CIT2-GFP yeast	CR mimetic SO	MEP2 TOR yeast	Efflux pump mplx
31	102	81	107	0.2
32	nt	96	93	-0.1
33	105	100	107	-0.1
34	94	112	110	0.1
35	104	125	107	0.1
36	95	91	105	0.3
37	98	111	101	0.1
38	nt	118	100	0.4
39	93	106	101	0.0
40	102	95	106	0.0

Continuation:
entry	SMILES	RPL19A-GFP yeast	AGP1-GFP MLPCN	LAP4 TOR yeast	AHR act
41	Cn1cccc1CNC(=O)Nc1ccc(Cl)cc1	97	103	102	75*
42	COC(=O)Cn1c(=O)c2c(nc3n2CCCN3CCc2ccc(OC)c(OC)c2)n(C)c1=O	104	98	90	3
43	O=C(NC1CC1)c1cc(F)c(F)cc1Cl	102	109	104	-1
44	COC(CNC(=O)c1cc(C)nn1-c1ccccc1)OC	102	104	103	2
45	CCOc1cc2[nH]c(=O)n(CCCCC(=O)N3CCCCCC3)c(=O)c2cc1OCC	97	95	101	0
46	CCOc1ccccc1C(=O)OCC(=O)NCc1ccc2c(c1)OCO2	100	97	96	2
47	CC1=C(C(=O)NC(C)C)C2(CCC(C)CC2)OC1=O (stereo not drawn)	93	91	98	-1
48	O=C(CN1CCN(c2ccccc2F)CC1)c1ccc(O)cc1O	103	110	106	4
49	CCCCn1c(N)c(N(CCOC)C(=O)COC(=O)/C=C/c2ccc(Br)cc2)c(=O)[nH]c1=O	101	97	84	-2
50	COC(=O)[C@@H](Cc1ccc(O)cc1)NC(=O)[C@H]1CCC(=O)N1C(=O)OCc1ccccc1	99	101	103	0

entry	CIT2-GFP yeast	CR mimetic SO	MEP2 TOR yeast	Efflux pump mplx
41	103	108	105	-0.1
42	104	98	105	0.0
43	106	113	108	-3.4
44	105	91	106	0.0
45	100	129	101	0.1
46	99	153	104	0.2
47	98	92	116	-0.1
48	107	103	110	0.0
49	116	104	104	0.1
50	105	97	102	0.0

Reprinted from the part before: three entries; new compounds follow.
entry	SMILES	RPL19A-GFP yeast	AGP1-GFP MLPCN	LAP4 TOR yeast	AHR act
48	O=C(CN1CCN(c2ccccc2F)CC1)c1ccc(O)cc1O	103	110	106	4
49	CCCCn1c(N)c(N(CCOC)C(=O)COC(=O)/C=C/c2ccc(Br)cc2)c(=O)[nH]c1=O	101	97	84	-2
50	COC(=O)[C@@H](Cc1ccc(O)cc1)NC(=O)[C@H]1CCC(=O)N1C(=O)OCc1ccccc1	99	101	103	0
51	O=c1c2cc(Br)ccc2nc(-c2cccc(Cl)c2)n1O	101	93	112	17
52	OCC#CCSc1nnc(-c2ccccc2Br)o1	89	96	107	-6
53	CCOC(=O)N1CCN(Cc2nc(-c3ccc(C)cc3)no2)CC1	96	102	110	2
54	O=C(O)CCCNC(=O)/C(=C\C=C\c1ccccc1)NC(=O)c1ccccc1Cl	102	103	99	0
55	Cn1c(SCC(=O)NNC(=O)c2ccccc2)nnc1C1CC1	101	108	98	1
56	COC(=O)c1ccc(CN(c2ccc(C)cc2)S(=O)(=O)c2ccc3c(c2)OCCO3)o1	97	101	100	3

entry	CIT2-GFP yeast	CR mimetic SO	MEP2 TOR yeast	Efflux pump mplx
48	107	103	110	0.0
49	116	104	104	0.1
50	105	97	102	0.0
51	91	133	90	-0.3
52	85	98	98	0.0
53	96	119	99	0.1
54	90	114	94	-0.2
55	108	119	107	0.4
56	103	89	98	0.0

3 compounds from above with just Efflux pump mplx, AHR act and RPL19A-GFP yeast.
cpd	Compound	Efflux pump mplx	AHR act	RPL19A-GFP yeast
55	Cn1c(SCC(=O)NNC(=O)c2ccccc2)nnc1C1CC1	0.4	1	101
53	CCOC(=O)N1CCN(Cc2nc(-c3ccc(C)cc3)no2)CC1	0.1	2	96
51	O=c1c2cc(Br)ccc2nc(-c2cccc(Cl)c2)n1O	-0.3	17	101
